Compound activity (PubChem)
S3 lipid droplet: qHTS Assay for Lipid Storage Modulators in Drosophila S3 Cells; Drosophila S3 cells, BODIPY lipid droplet fluorescence, 18-24 h; cells fed with added oleic acid; lipid storage change, negative = inhibition, % at the top dose, mostly 46.1 µM; hits show Potency in µM; hit rate 0.64% among 320,000; active = well fitted inhibition curve with a large enough effect in the signal ratio, with a control signal flat, not every such curve was filed as active; inconclusive = small, poorly fitted or top-dose-only effect, or effect the other way, or a change in a side signal; the % refers to the signal ratio
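Laser-scanning cytometry quantifies lipid droplet accumulation (500–530 nm total intensity; droplet/cell object ratio) in oleic acid-fed (400 uM added) Drosophila S3 cells treated with a concentration series. 20 uM Triacsin C defined 100% inhibition.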
S3 lipid droplet cell count max: also measured in S3 lipid droplet; calls as there; cell number change, %; measured here: cell count max response;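 cells counted by Cell Tracker Red CMTPX staining in the red channel; peak over a dose series mostly up to 46.1 µM; percent activity relative to internal control wells on each plate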
* hit, by the source's call; i = inactive; ? = inconclusive; . = not tested or not shown. % is scaled to controls: 0 for no effect and ±100 for the full control effect; potency is read from the fitted curve at half-maximal effect.

Value order: S3 lipid droplet	S3 lipid droplet cell count max
1: COC(=O)C(Cc1ccc(N(CCCl)CCCl)cc1)N=Cc1ccccc1O (stereo unspecified)
  i	-27
2: O=c1[nH]c(=O)n(-c2ccc(Cl)cc2)c(O)c1C=Nc1ccc(S(=O)(=O)Nc2nccs2)cc1
  -3%	14
3: CCN1CCN(C(=O)Cc2ccccc2OC)CC1
  6%	5
4: COc1ccc(CN2CCN(Cc3ccccc3)CC2)c(OC)c1
  ?	.
5: CCOC(=O)c1ccc(NC(=O)N2C[C@@H]3C[C@@H](C2)c2cccc(=O)n2C3)cc1
  -22%	5
6: CC1(C)N2CC3([N+](=O)[O-])CN1CC([N+](=O)[O-])(C2)C3
  -11%	-6
7: CC1CCC2C(C)C(=O)OC3OC4(C)CCC1C32OO4 (stereo unspecified)
  4%	1
8: COc1ccc(N/N=C/c2c(O)n(-c3cccc(C)c3)c(=O)[nH]c2=O)cc1
  8%	20
9: C=CCn1c(O)c(C(C)=Nc2cc(OC)ccc2OC)c(=O)[nH]c1=O
  ?	.
10: CN1CCc2nc3sc(C(=O)NC4CC4)c(N)c3cc2C1
  ?	.
11: COc1cc(O)c(C(=O)O)c(-c2cc(O)c(O)cc2C)c1
  ?	.
12: CN(C(=O)CNC(=O)OCc1ccccc1)c1ccc(Br)cc1C(=O)c1ccccc1Cl
  18%	9
13: Cn1c(O)c(C(=Nc2ccccc2)SCc2ccccc2Cl)c(=O)n(C)c1=O
  ?	.
14: CC(=NCc1cccnc1)c1c(O)n(C2CCCCC2)c(=O)[nH]c1=O
  i	-18
15: CN1CCCC(C(=O)c2ccccc2)C1 (stereo unspecified)
  0%	-11
16: CN1C(=O)CN=C(c2ccccc2Cl)c2cc(Br)ccc21
  8%	19
17: O=C(O)C(Br)CBr (stereo unspecified)
  7%	23
18: CC(C)CNC(=O)c1c(N)n(Cc2ccco2)c2nc3ccccc3nc12
  ?	.
19: O=C(O)[C@H]1NC[C@H]2C[C@H]21
  -4%	-2
20: CCOc1cccc(N2C(=O)CC(=O)NC2=O)c1
  ?	.
21: O=C(Nc1ccc(Cl)cc1)Nc1nccs1
  ?	.
22: O=C(N/N=C/c1c(O)n(Cc2ccccc2)c(=O)[nH]c1=O)c1ccccc1
  10%	3
23: FC(F)(F)c1ccc(CN2CCNCC2)cc1
  i	.
24: Nc1ccc(C(=O)N/N=C2/CN3CCC2CC3)cc1
  ?	.
25: COc1ccccc1N1C(=O)NC(=O)/C(=C/c2ccc([N+](=O)[O-])s2)C1=O
  -1%	13
26: CCC(=O)N1CCN(CCN=Cc2c(O)n(C)c(=O)n(C)c2=O)CC1
  -11%	6
27: CCOP(=O)(c1c(F)c(F)c(F)c(F)c1F)C(O)c1ccccc1 (stereo unspecified)
  ?	.
28: c1ccc(-c2[nH]c[n+](CC3CO3)c2-c2ccccc2)cc1 (stereo unspecified)
  5%	3
29: CCCCCn1c(=O)c(C(=O)NCc2ccc(Cl)cc2)c(O)c2ccccc21
  ?	.
30: Cc1nnc2n1-c1ccc(Br)cc1C(c1ccccc1Cl)=NC2
  15%	-1
31: CCNc1nc(Cl)nc(NC(C)C)n1
  ?	.
32: Cc1cc(OC(=O)c2cccs2)c2c3c(c(=O)oc2c1)CCCC3
  2%	6
33: CCCCNC(=O)Nc1ccc(C(O)(C(=O)OC)C(F)(F)F)cc1 (stereo unspecified)
  ?	.
34: COc1ccccc1N1C(=O)CC(=O)NC1=O
  i	-16
35: COC(=O)C1=C(N)Oc2c(c(=O)oc3ccccc23)[C@]12C(=O)N(C)c1ccccc12
  ?	.
36: CC1=C(C(=O)O)N2C(=O)[C@@H](NC(=O)CCCC(=O)O)[C@H]2SC1
  0%	2
37: COc1ccc(OC)c(/C=N/OC(=O)Nc2ccc(Cl)cc2)c1
  ?	.
38: CN1[C@@H]2CC[C@H]1CC(OC(=O)C1C=Nc3ccccc31)C2 (stereo partly specified)
  1%	-9
39: C=CCN1C(=O)c2ccccc2Sc2ccc(C(=O)N3CCC4(CC3)OCCO4)cc21
  -15%	7
40: CC(C)C(=O)c1cn(Cc2ccc(C#N)cc2)c2ccccc12
  0%	0
41: O=C(Cn1nc(Cc2cccnc2)c2ccccc2c1=O)N1CCC2(CC1)OCCO2
  ?	.
42: O=c1[nH]c(O)c(C=Nc2ccccc2Oc2ccccc2)c(=O)[nH]1
  -9%	10
43: CCN1C(=O)C(=Cc2c(C)n(CC(=O)NCC3CCCO3)c3ccccc23)C(=O)N(CC)C1=S (stereo unspecified)
  ?	.
44: CN1C(=O)C(=Cc2c(OCc3cnc(Cl)s3)ccc3ccccc23)C(=O)N(C)C1=O
  ?	.
45: Oc1cccc2nc3ccccc3nc12
  2%	.

Entries by screen from the entries so far:
S3 lipid droplet, nos. 32 to 43 → 2%, ?, i, ?, 0%, ?, 1%, -15%, 0%, ?, -9%, ?

Profiles from above. Values in the order: S3 lipid droplet	S3 lipid droplet cell count max
Listed for CC(C)C(=O)c1cn(Cc2ccc(C#N)cc2)c2ccccc12 : 0%	0
Listed for Cc1cc(OC(=O)c2cccs2)c2c3c(c(=O)oc2c1)CCCC3 : 2%	6

(more compounds)
Value order: S3 lipid droplet	S3 lipid droplet cell count max
46: CCCNC(=O)c1c(N)n(CC2CCCO2)c2nc3ccccc3nc12 (stereo unspecified)
  ?	.
47: N#CC1=C(N)Oc2c(c(=O)sc3ccccc23)C1c1ccncc1 (stereo unspecified)
  4%	-6
48: CCOC(=O)COc1ccc(/C=C2\C(=O)NC(=S)N(c3ccc(OC)cc3)C2=O)cc1OC
  0%	16
49: CCOc1ccc(CN(CCCl)CCCl)cc1C(=O)OC
  -3%	-11
50: O=C1NC(=S)NC(=O)C1=Cc1cccc2cc3ccccc3cc12
  ?	.
51: Cc1ccccc1NP(=O)(Oc1ccccc1F)Oc1ccccc1F
  1%	8
52: O=C([O-])c1ccc(-[n+]2c(-c3ccccc3)cc(-c3ccccc3)cc2-c2ccccc2)cc1
  ?	.
53: Cc1ccnc(-n2c(-c3ccco3)nc3ccccc3c2=O)c1
  ?	.
54: CCCCCSc1cc(OC)c(CCN)cc1OC
  i	.
55: Cc1cccc(-n2c(O)c(C=NCc3cccnc3)c(=O)[nH]c2=O)c1C
  ?	.
56: CCC(=NCCc1c[nH]c2ccccc12)c1c(O)n(C)c(=O)n(C)c1=O
  ?	.
57: COc1cccc(NC(=O)CN(C)C(=O)Cn2c(=O)oc3ccccc32)c1
  ?	.
58: CCC(Oc1cc(Cl)ccc1Cl)C(=O)N1CCC2(CC1)OCCO2 (stereo unspecified)
  ?	.
59: Cc1ccc[n+](CC(O)Cn2c3ccccc3c3ccccc32)c1 (stereo unspecified)
  -3%	-4
60: C=CCN1C(=O)CSc2ccc(C(=O)N3CCC4(CC3)OCCO4)cc21
  -25%	0
61: O=C1c2ccccc2C(=O)N1Cc1nc2ccccc2c(=O)n1-c1ccc(Br)cn1
  i	-7
62: COc1ccc(Cn2c(N)c(C(=O)NCc3ccco3)c3nc4ccccc4nc32)cc1
  ?	.
63: CCS(=O)(=O)N1CCCC(C(=O)N2CCC3(CC2)OCCO3)C1 (stereo unspecified)
  0%	-13
64: CC(C)N(CC(O)c1cccc([N+](=O)[O-])c1)C(C)C (stereo unspecified)
  -14%	-2
65: O=C1NC(=O)C(Cc2cccs2)C(=O)N1
  26µM*	-13*
66: O=c1[nH]c(=O)n(Cc2ccc(F)cc2)c(O)c1C=Nc1ccc(Cl)cc1
  ?	.
67: C=CCN(CC=C)Cc1c[nH]c2ccccc12
  ?	.
68: CCCc1nc2ccccc2c(=O)n1-c1ccccc1OC
  14%	-16
69: CCOC(=O)C(O)(c1ccc(NC(=O)Oc2ccccc2)cc1)C(F)(F)F (stereo unspecified)
  ?	.
70: O=C(c1ccccc1F)c1cn(CC(=O)N2CCOCC2)c2ccccc12
  ?	.
71: CN1C(=O)/C(=C\c2ccc(Br)s2)C(=O)NC1=S
  ?	.
72: COC(=O)NC(=C(Cl)Cl)P(=O)(c1ccccc1)c1ccccc1
  ?	.
73: O=c1c(C=NCCN2CCNCC2)c(O)n(C2CCCCC2)c(=O)n1C1CCCCC1
  ?	.
74: COc1ccc(CN2CCNCC2)cc1
  i	-9
75: O=NN1CCCCC1
  ?	.
76: Cc1cccc(N2CCN(Cc3ccc4c(c3)OCO4)CC2)c1C
  ?	.
77: CC(=O)Nc1ccccc1C(=O)OCC(=O)c1ccc2ccccc2c1
  -21%	-4
78: CCCCNC(=O)Oc1c(Br)cc2sc(=O)oc2c1Br
  ?	.
79: CCOC(=O)Cn1c(=O)oc2cc(S(=O)(=O)Nc3c(C)cc(C)cc3C)ccc21
  ?	.
80: CN1CCN(Cc2cc(=O)n3ccsc3n2)CC1
  ?	.
81: CN(C)C(=O)Oc1ccc(-c2nnco2)cc1
  ?	.
82: CC/C(=C(\c1ccc(O)cc1)c1ccc(OCCN(C)C)cc1)c1ccccc1
  ?	.
83: CC12CN3CC(C)(CN(C1)C3c1cccs1)C2O (stereo unspecified)
  5%	-10
84: CCn1c(O)c(/C=N/N2CCOCC2)c(=O)n(CC)c1=S
  ?	.
85: CCOC(=O)N1CCC(NC(=O)CCc2nc(C3=CCN(C)CC3)no2)CC1
  0%	3
86: COc1cc(CNCCc2ccc3c(c2)OCO3)ccc1O
  -6%	5
87: CCOC(=O)c1sc(/N=C/c2c(O)n(-c3cccc(C)c3)c(=O)[nH]c2=O)c(C#N)c1C
  19%	-1
88: CN1CCN(c2ncnc(Cl)c2N)CC1
  ?	.
89: COc1ccc(CCn2c(O)c(C=NCCN3CCCCC3)c(=O)[nH]c2=O)cc1OC
  ?	.
90: Cc1nc2nc(SCC(=O)N3CCC4(CC3)OCCO4)nn2c(C)c1Cc1ccccc1
  9%	-5
91: COP(=O)(OC)/C(C=O)=N/Nc1ccc([N+](=O)[O-])cc1
  -31%	-23
92: COc1ccc(CCNCc2ccccc2F)cc1OC
  -2%	-2
93: CCOP(=O)(OCC)c1ccc2c(c1)C(=O)c1ccccc1CC2
  ?	.
94: O=C(CNC(=O)c1ccccc1Cl)Nc1ccc(Br)cc1C(=O)c1ccccc1
  -2%	-1
95: CCN(CC)S(=O)(=O)c1ccc(NN=C(C#N)C#N)cc1
  ?	.
96: COC(=O)C1=C(c2ccccc2OCc2ccccc2)C[C@@H]2CC[C@H]1N2C(=O)NCCOc1ccc(OC)cc1
  i	-2
97: CCC1(OC(=O)c2ccccc2)CC(C)N(C)CC1C (stereo unspecified)
  i	-1
98: O=C1NC(=S)N(c2ccc(F)cc2)C(=O)/C1=C/c1ccccc1O
  -18%	-12
99: Clc1ccc(OCC#CCN2CCOCC2)cc1
  ?	.
100: O=c1[nH]c(O)c(N=Nc2cccc(S(=O)(=O)N3CCOCC3)c2)c(=O)[nH]1
  ?	.
101: COc1ccc(OC)c(C2=NOC(C(=O)N3CCC4(CC3)OCCO4)C2)c1 (stereo unspecified)
  i	.
102: COC(=O)C1=C(c2cccc(C#N)c2)C[C@@H]2CC[C@H]1N2C(=O)NC1CC1
  11%	-9
103: Cc1[nH]c2ccc(OCc3ccccc3)cc2c1CCN
  -16%	-13
104: OC(CC#CCN1CCCCCC1)(c1ccccc1)C1CCCC1 (stereo unspecified)
  ?	.
105: C[C@]12CCC3=C4CCC(=O)C=C4CC[C@H]3C1CC[C@@H]2O (stereo partly specified)
  ?	.

Some of the entries above, set out differently.
103: Cc1[nH]c2ccc(OCc3ccccc3)cc2c1CCN
  S3 lipid droplet: -16%
  S3 lipid droplet cell count max: -13

91: COP(=O)(OC)/C(C=O)=N/Nc1ccc([N+](=O)[O-])cc1
  S3 lipid droplet: -31%
  S3 lipid droplet cell count max: -23

95: CCN(CC)S(=O)(=O)c1ccc(NN=C(C#N)C#N)cc1
  S3 lipid droplet: ?
  S3 lipid droplet cell count max: .

98: O=C1NC(=S)N(c2ccc(F)cc2)C(=O)/C1=C/c1ccccc1O
  S3 lipid droplet: -18%
  S3 lipid droplet cell count max: -12

Other records follow.
Value order: S3 lipid droplet	S3 lipid droplet cell count max
106: C/C(=N\Nc1ccccc1)c1c(O)n(Cc2ccccc2)c(=O)[nH]c1=O
  -7%	-11
107: CCOC(=O)c1c(C)n(CCN2CCN(C)CC2)c2ccc(OC)cc12
  ?	.
108: OC(CNC1CCCCC1)C(F)(F)F (stereo unspecified)
  ?	.
109: COc1ccc(C(=O)OC2C[C@H]3CC[C@H](C2)N3C)cc1OC (stereo partly specified)
  -2%	.
110: COc1ccccc1N1CCN(Cc2ccccc2F)CC1
  22%	5
111: Fc1cccc(F)c1CN1CCN(c2ccc(Cl)cc2)CC1
  ?	.
112: Cc1nc2ccccc2c(=O)n1-c1ccc(F)cc1
  -1%	-8
113: NC(=O)c1ccc(N=Cc2c(O)n(Cc3ccco3)c(=O)[nH]c2=O)cc1
  -13%	1
114: CC(Cc1ccccc1)NC(=O)CN1CCCC1=O (stereo unspecified)
  6%	-5
115: COc1ccc(CC(C)NCCc2ccc(OC)c(OC)c2)cc1 (stereo unspecified)
  i	5
116: CC(C)CCn1c(N)c(C(=O)NCc2cccs2)c2nc3ccccc3nc21
  8%	-17
117: O=Cc1cn(Cc2ccc([N+](=O)[O-])cc2)c2ccccc12
  ?	.
118: OC(CNCCc1c[nH]c2ccccc12)c1ccccc1 (stereo unspecified)
  ?	.
119: C=CCN1C(=O)/C(=C/c2ccc(Br)s2)C(=O)NC1=S
  ?	.
120: CN1CCN(c2cc([N+](=O)[O-])ccc2Cl)CC1
  -3%	4
121: COc1cc(CN2CCN(C(=O)COc3ccccc3)CC2)cc(OC)c1OC
  ?	.
122: CC(=O)N1CN(C(C)=O)CN(C(C)=O)C1
  8%	5
123: CCCC1=C(C(=O)OCC)C2(C(=O)Nc3ccccc32)C(C#N)=C(N)O1 (stereo unspecified)
  17%	-2

The list is partial; rates above refer to the full screens.
